Bioassay records (PubChem BioAssay)
GIRK2 activator – activators of NPY4-receptor-primed GIRK2 channels, summary, cell-based, HEK293, thallium flux; G protein-activated inward rectifier potassium channel 2 (Homo sapiens), P48051; HEK293 GIRK2/NPY4 cells, thallium flux fluorescence; activation (% efficacy), % for hits at 37.5 µM; 34,000 tested, under 10 active; AID 1259324, 2017;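 active means primary screen hit, no activity in plain HEK293 cells, and in GIRK2-only cells above 5% efficacy rising with concentration; inactive means the rest, including fluorescent compounds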;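 further: efficacy is normalized control-subtracted fluorescence 15 s after thallium addition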
Target sequence (P48051 whole entry, looked up): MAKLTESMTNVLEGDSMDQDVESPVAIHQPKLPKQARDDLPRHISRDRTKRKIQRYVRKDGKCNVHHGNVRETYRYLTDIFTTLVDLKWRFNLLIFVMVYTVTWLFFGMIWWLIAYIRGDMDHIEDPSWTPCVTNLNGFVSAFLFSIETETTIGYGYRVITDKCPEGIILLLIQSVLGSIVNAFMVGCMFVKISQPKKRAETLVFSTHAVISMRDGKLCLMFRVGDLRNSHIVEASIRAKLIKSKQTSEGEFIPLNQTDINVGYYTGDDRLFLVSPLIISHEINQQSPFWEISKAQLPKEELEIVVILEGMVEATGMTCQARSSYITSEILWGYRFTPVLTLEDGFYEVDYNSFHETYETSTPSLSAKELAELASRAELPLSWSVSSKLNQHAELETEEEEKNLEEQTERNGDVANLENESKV
Calls only; i = inactive. This is a subset. The share of hits here may be higher or lower than overall.

SMILES | GIRK2 activator
CCCCOCC(O)CN1CCN(c2ccccc2)CC1 (stereo not given) | i
Cc1ccc(-c2ncc3c(SCC(=O)Nc4ccc5c(c4)OCCO5)ncnc3n2)cc1 | i
Cc1cc(NCCN(C)C)n2nc(C(F)(F)F)c(-c3ccccc3)c2n1 | i
Cc1nc(NCCNS(=O)(=O)c2ccc(F)cc2)cc(N2CCCC2)n1 | i
COc1cc(OC)cc(C(=O)Nc2ccc(Nc3ccc(C)nn3)cc2)c1 | i
O=C(COc1ccc2c(c1)OCO2)Nc1ccc(-c2ccc(N3CCCC3)nn2)cc1 | i
CC1CCc2nc(NC(=O)C3CCCN(S(C)(=O)=O)C3)sc2C1 (stereo not given) | i
COc1ccc(S(=O)(=O)CCC(=O)Nc2ccc(O)c(-c3nc4ccccc4s3)c2)cc1 | i
COc1ccc(C(=O)Nc2cccc(N3CCCCC3=O)c2)c(OC)c1 | i
Cc1ccc(NC(=O)c2cc(-c3cccs3)nc3c2c(C)nn3C2CCS(=O)(=O)C2)cc1 (stereo not given) | i
CCNC(=O)C1Cc2ccccc2N1C(=O)c1ccc(OC)cc1OC (stereo not given) | i
CC(C)(C)NC(=O)N1CCC(CNC(=O)c2ccncc2)CC1 | i
CC1Cc2c(NC(=O)C3COc4ccccc4O3)nn(C)c2NC1=O (stereo not given) | i
COc1ccc(SCC(=O)Nc2nnc(-c3cc(C)n(C)n3)o2)cc1 | i
COCCn1c(=O)c2c(nc(-n3nc(C)cc3C)n2CCC(C)C)n(C)c1=O | i
O=C(CCCS(=O)(=O)c1ccccc1)Nc1nc(-c2ccc3ccccc3c2)cs1 | i
CCc1ccc(-c2ccc(=O)n(CC(=O)NCC3CCCO3)n2)cc1 (stereo not given) | i
COCC(C)(O)CNC(=O)c1cn(C)nc1OC (stereo not given) | i
CSc1nc2ccc(NC(=O)c3ccnn3C(C)C)cc2s1 | i
Cc1ccc(C)c(Cn2c(-n3nc(C)cc3C)nc3c2c(=O)n(CC(N)=O)c(=O)n3C)c1 | i
COc1ccc(-n2nnnc2SCCC(=O)Nc2cccc(C)c2)cc1 | i
COc1ccc(CCC(=O)NCCOc2ccc3nnc(-c4ccc(F)cc4)n3n2)cc1 | i
O=S(=O)(c1ccccc1)C1CCNC1 (stereo not given) | i
Cc1nc2ccccn2c1C(=O)NCC1CCN(S(=O)(=O)C2CC2)CC1 | i
COc1ccc(S(=O)(=O)N(Cc2ccsc2)C2CC2)c(C)c1 | i
COc1cc(/C=C\C(=O)NCCCC(=O)Nc2cccc3cccnc23)cc(OC)c1OC | i
COc1ccc(OC)c(-c2nnc(NC(=O)c3nn(C)cc3C)o2)c1 | i
COCCN1CCC(CNC(=O)c2ccc3c(c2)OCO3)CC1 | i
COc1ccccc1CCNC(=O)c1ccc(N2CCCCS2(=O)=O)cc1 | i
Cc1cc(=O)[nH]c(-n2nc(-c3ccco3)cc2NC(=O)c2ccc(Br)o2)n1 | i
O=C(Nc1ccc(CC(=O)N2CCC(O)CC2)cc1)c1ccccc1 | i
CCOc1ccc2ccccc2c1C(=O)Nc1ccc(OC)c(N2CCCCC2=O)c1 | i
COc1cccc(-c2ccc(=O)n(CCCC(=O)Nc3nnc(C)s3)n2)c1 | i
CN1CCN(/C=C(\C#N)C(=O)NCCc2ccccc2)CC1 | i
CSc1cccc(NC(=O)N2CCN(c3cc(-n4cccn4)nc(C)n3)CC2)c1 | i
COc1nn(C)cc1-c1nnc(SCc2ccccc2)n1C | i
Cc1c(C(=O)N2CCOCC2)c(C(F)(F)F)nn1C | i
O=C(NC1CCCC(O)C1)C1c2ccccc2Oc2ccccc21 (stereo not given) | i
Cc1cc(-c2nnc(NC(=O)Cc3ccc4c(c3)OCO4)o2)n(C)n1 | i
COC(=O)c1sc2ccccc2c1NC(=O)c1cc(C)no1 | i

3 compounds from above, sorted by formula weight, falling.
SMILES | GIRK2 activator
CSc1cccc(NC(=O)N2CCN(c3cc(-n4cccn4)nc(C)n3)CC2)c1 | i
COc1ccccc1CCNC(=O)c1ccc(N2CCCCS2(=O)=O)cc1 | i
O=S(=O)(c1ccccc1)C1CCNC1 (stereo not given) | i

New compounds follow:
SMILES | GIRK2 activator
COc1ccccc1CNC(=O)C(=O)Nc1ccc(NC(C)=O)cc1 | i
Cc1nnsc1C(=O)N1CCN(c2ccc(-c3ccccn3)nn2)CC1 | i
Cc1nn(CCNC(=O)c2cccs2)c(C)c1Cl | i
COc1ccc(CNC(=O)Cn2nc3c(c2NC(=O)c2c[nH]c4ccccc24)CSC3)cc1 | i
CC1Cc2c(NC(=O)Cc3cccs3)nn(C)c2NC1=O (stereo not given) | i
CS(=O)(=O)c1ccccc1NC(=O)c1ccc(Cl)s1 | i
Cc1ccc2nc(N3CCN(C(=O)Nc4ccc5c(c4)OCO5)CC3)[nH]c2c1 | i
CC1(C)Cc2cccc(OCCCS(=O)(=O)NCc3cccs3)c2O1 | i
Cc1nccn1CCNC(=O)C(=O)NCc1ccc2c(c1)OCO2 | i
COc1cccc(C(CNC(=O)C(=O)NC2CCCC2)N2CCOCC2)c1 (stereo not given) | i
COc1ccc(CCC(=O)N2CCN(c3ncnc4c3nnn4C)CC2)cc1 | i
Cc1ccc(F)cc1S(=O)(=O)N1CCN(c2ccc(N3CCOCC3)nn2)CC1 | i
O=C(Nc1ccc2ncsc2c1)c1ccc(Cl)s1 | i
O=C(NCCc1ccncc1)c1ccc2c(c1)ncn2-c1ccccc1 | i
O=C(NCCS(=O)(=O)N1CCN(c2ncccn2)CC1)NC(c1ccccc1)c1ccccc1 | i
CC(=O)Nc1cccc(NC(=O)C(=O)NCC2CCN(Cc3ccco3)CC2)c1 | i
O=C(Nc1ccc(F)cc1F)c1ccc(=O)n(Cc2ccccc2Cl)c1 | i
CCNC(=O)C1CCN(c2cc(SCC(=O)Nc3ccc(Cl)cc3F)ncn2)CC1 | i
CCn1nccc1C(=O)N(C)c1ccccc1 | i
Cc1cc(NC(=O)c2ncccn2)no1 | i
O=C(NCc1cccs1)c1ccc2c(=O)n3nc(NCc4ccccc4)sc3nc2c1 | i
O=S(=O)(CCc1ccccc1)NCC1CCN(S(=O)(=O)C2CC2)CC1 | i
CC(NC(=O)c1ccco1)c1nc2ccccc2n1CC(=O)N(C(C)C)C(C)C (stereo not given) | i
CCOC(=O)CCC(=O)Nc1ccc2c(c1)CN(C(=O)C1CC1)CC2 | i
COc1cc(OC)cc(C(=O)NCC(C)(O)c2ccccc2)c1 (stereo not given) | i
Cc1ccc(Cl)cc1S(=O)(=O)NCCn1nc(-c2ccccn2)n(C)c1=O | i
CS(=O)(=O)N1CCCc2cc(NC(=O)Oc3ccccc3)ccc21 | i
COC(=O)c1c(N)n(C2CCCC2)c2nc3ccccc3nc12 | i
CCOc1ccc(-c2ccc(=O)n(CCCC(=O)Nc3ccccc3CC)n2)cc1 | i
NC(=O)c1cccc(N=Cc2ccc[nH]2)c1 | i
C=CCCC(=O)NCC(O)Cc1ccccc1 (stereo not given) | i
CCOC(=O)Cc1csc(NC(=O)C2(c3cccs3)CCOCC2)n1 | i
CC(=O)c1cccc(NC(=O)Cn2cc(-c3ccc(Cl)cc3)c(N3CCOCC3)n2)c1 | i
O=C(Cc1cc(-c2ccc3c(c2)OCO3)on1)NCCC1=CCCCC1 | i
COC(=O)c1sccc1S(=O)(=O)NCC1(O)CCOc2ccccc21 (stereo not given) | i
Cc1nccn1CC1CCN(S(=O)(=O)c2cccs2)CC1 | i
CC(=O)Cc1nc(-c2ccc(C)cc2)no1 | i
CC(C)c1ccc(OCC(=O)Nc2nnc(-c3ccnn3C)o2)cc1 | i
CCOC(=O)N1CCc2nc(NC(=O)c3ccnn3CC)sc2C1 | i
COc1cccc(CNC(=O)Cc2csc(NC(=O)c3ccc[nH]c3=O)n2)c1 | i
Cc1cc(C)n(-c2nc3c(c(=O)n(CC(N)=O)c(=O)n3C)n2CCc2ccccc2)n1 | i
Cc1cc(=O)[nH]c(-n2nc(C)c(CCC(=O)Nc3ccc(F)c(C(F)(F)F)c3)c2C)n1 | i
CC1CN(S(=O)(=O)c2ccc(C(=O)Nc3ccc4scnc4c3)cc2)CC(C)O1 (stereo not given) | i
Cn1cccc1CN(C(=O)C1CCN(S(C)(=O)=O)CC1)C1CC1 | i
O=C(Cc1ccc(F)cc1)NCC(c1ccco1)N1CCOCC1 (stereo not given) | i
COc1ccc(-c2coc3c4c(ccc3c2=O)OCN(CCCO)C4)cc1OC | i
Cc1ccc(-n2ccnc2N2CCN(C(=O)COc3ccccc3F)CC2)cc1 | i
Cc1ccc2nc(NC(=O)CSc3c(C)cnc4c3c(=O)n(C)c(=O)n4C)sc2c1 | i
Cc1cc(NC(=O)CSc2cc(N3CCN(c4ccccc4F)CC3)ncn2)on1 | i
Cc1ccc(NC(=O)C(=O)Nc2ccc3c(c2)OCCO3)cc1N1CCCC1=O | i
CC1(C)Cc2cccc(OCCCS(=O)(=O)NC3CC3)c2O1 | i
Cc1ccsc1C(O)CNC(=O)C1c2ccccc2Oc2ccccc21 (stereo not given) | i
COc1ccccc1C(=O)Nc1ccc(N2CCCC2=O)cc1 | i
Cc1ccc(NC(=O)C(=O)NCCN2CCC(c3cccs3)CC2)cc1C | i
COc1ccc(CCC(=O)NCCn2ncc3c(N4CCOCC4)ncnc32)cc1 | i
CCOc1ccc(-c2cc(=O)n(CC(=O)NC3CC3)cn2)cc1 | i
O=c1ccc(-c2cccnc2)nn1CCNS(=O)(=O)c1ccc(Cl)s1 | i
CC1(C)C(=O)NCCN1C(=O)c1cccc(C(F)(F)F)c1 | i
O=C(CN1CCCC1)Nc1ccc(Br)cc1 | i
CS(=O)(=O)N1CCN(Cc2nc(-c3cccs3)cs2)CC1 | i

Brought forward from above: 6 entries, followed by the next part.
SMILES | GIRK2 activator
COc1ccc(CCC(=O)NCCn2ncc3c(N4CCOCC4)ncnc32)cc1 | i
CCOc1ccc(-c2cc(=O)n(CC(=O)NC3CC3)cn2)cc1 | i
O=c1ccc(-c2cccnc2)nn1CCNS(=O)(=O)c1ccc(Cl)s1 | i
CC1(C)C(=O)NCCN1C(=O)c1cccc(C(F)(F)F)c1 | i
O=C(CN1CCCC1)Nc1ccc(Br)cc1 | i
CS(=O)(=O)N1CCN(Cc2nc(-c3cccs3)cs2)CC1 | i
O=C(NCCc1csc2nc(-c3cccs3)nn12)C(=O)Nc1ccon1 | i
CCCCOc1ccc(C(=O)N(Cc2cccn2C)C2CC2)cc1 | i
CCCCCn1c(=O)c2c(nc3n(C4CCCC4)c(C)c(C)n23)n(C)c1=O | i
O=S(=O)(c1ccc(Cl)s1)N1CCC(c2nnc(-c3ccc(F)cc3)o2)CC1 | i
Cc1cccc(NC(=O)Cn2nc3ccc(SC(C)C)nn3c2=O)c1 | i
O=C(Nc1ccc(F)cc1)N1CCC(c2nnc(-c3ccc(F)cc3)o2)CC1 | i
COc1nc2ccccc2nc1N1CCC(C(=O)Nc2ccccc2)CC1 | i
O=C(NCc1n[nH]c(=O)c2ccccc12)c1cnn(-c2ccccc2)n1 | i
Cn1c(=O)c(C(=O)NCCc2c[nH]c3ccccc23)cc2cccnc21 | i
CC1CCCC(C)N1S(=O)(=O)c1c(F)cccc1F (stereo not given) | i
O=C(NCCc1c[nH]c2ccccc12)C(=O)Nc1ccc(F)c(Cl)c1 | i
COc1ccc(S(=O)(=O)NCC(c2cccn2C)N2CCCC2)cc1F (stereo not given) | i
CC(C)(CO)NCCCCn1c2ccccc2c2ccccc21 | i
CS(=O)(=O)c1ccc2nc(NC(=O)CCN3C(=O)c4ccccc4S3(=O)=O)sc2c1 | i
CCOc1ccc(NC(=O)C(=O)NCC2CCN(C(=O)c3cc4ccccc4o3)CC2)cc1 | i
CC(=O)c1cccc(NC(=O)Cc2cc(-c3cc4ccccc4o3)on2)c1 | i
Cc1ccc(S(=O)(=O)N2CCN(Cc3nc(C(C)(C)C)cs3)CC2)cc1C | i
Cc1nc(-c2cccs2)c(CCC(=O)Nc2cc(Cl)ccc2Cl)s1 | i
COCC(C)NC(=O)c1cc(-c2ccccc2)nc2c1c(C)nn2C1CCS(=O)(=O)C1 (stereo not given) | i
COc1ccc(CNC(=O)NCC(c2ccccc2Cl)N(C)C)cc1 (stereo not given) | i

By substructure: the compounds so far with a furan ring, fused or not.
SMILES | GIRK2 activator
Cc1cc(=O)[nH]c(-n2nc(-c3ccco3)cc2NC(=O)c2ccc(Br)o2)n1 | i
CC(=O)Nc1cccc(NC(=O)C(=O)NCC2CCN(Cc3ccco3)CC2)c1 | i
CC(NC(=O)c1ccco1)c1nc2ccccc2n1CC(=O)N(C(C)C)C(C)C (stereo not given) | i
O=C(Cc1ccc(F)cc1)NCC(c1ccco1)N1CCOCC1 (stereo not given) | i
CCOc1ccc(NC(=O)C(=O)NCC2CCN(C(=O)c3cc4ccccc4o3)CC2)cc1 | i
CC(=O)c1cccc(NC(=O)Cc2cc(-c3cc4ccccc4o3)on2)c1 | i

(further entries)
SMILES | GIRK2 activator
Cc1c(C(=O)N2CCC3(CC2)OCCO3)c(C(F)(F)F)nn1C(C)C | i
OC(COC1CCCC1)CN1CCN(C(c2ccccc2)c2ccccc2)CC1 (stereo not given) | i
CSc1ccccc1C(=O)NCCS(=O)(=O)N1CCN(CCc2ccccc2)CC1 | i
O=C(Nc1nc2c(s1)C(=O)CCC2)c1cnc2ccccc2n1 | i
Cc1ccccc1Cn1ccc2ccn(CC(=O)NCc3ccc(F)cc3F)c(=O)c21 | i
Cc1nnc(NC(=O)CCn2cnc3c(cnn3-c3ccc(F)cc3)c2=O)s1 | i
O=C(NCCCn1nc(-c2ccccc2)ccc1=O)c1ccc(=O)[nH]n1 | i
CCOc1ccc(S(=O)(=O)N2CCC(C(N)=O)CC2)c(OCC)c1 | i
CCOc1ccc(-n2nnnc2SCC(=O)Nc2cccc(OC)c2)cc1 | i
CC(=O)Nc1cccc(NC(=O)c2ccc(=O)n(Cc3cc(C)ccc3C)c2)c1 | i
O=S(=O)(NCC1(O)CCOCC1)C1CCCCC1 | i
O=C(CNS(=O)(=O)c1ccc(F)cc1)N1CCOC(c2ccccc2)C1 (stereo not given) | i
O=C(NCCN1CCOCC1)C(=O)NCC1CCN(Cc2cccs2)CC1 | i
